Source: PubChem
MT1-MMP act inh: blockers of MT1-MMP proenzyme processing, primary screen, HT1080 RFP-PRO-GFP cells, GFP/RFP fluorescence | AID 651647, 2012 | GFP/RFP ratio change, % at 20 µM | GFP/RFP ratio fluorescence, overnight; percent of plate control window, DMSO zero | 360,000 compounds, 0.061% hits;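 active = GFP/RFP ratio change of at least 30% with cell ATP level not reduced by more than half and red fluorescence within 50% of control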; note: strong numbers were not always called active
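Test system: HT1080 cells expressing an RFP-PRO-GFP fluorescent reporter construct / Compound dosing: single-point 20 µM compound, 1% DMSO / Schedule: cells overnight before dosing, compound overnight, 37 °C, 5% CO2 / Evaluation: GFP/RFP fluorescence ratio / Control set: DMSO and RFP-L50D-GFP cell wells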
eLon inh: inhibitors of E. coli Lon protease, primary screen, biochemical, fluorescence polarization. inhibition, % at 7.94 µM. P0A9M0. 360,000 compounds, 0.42% hits. purified E. coli Lon protease. AID 602123, 2011; in the data active = inhibition above about 13%, passing the limit was not always enough;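 note: 0% = enzyme with probe and DMSO and 100% = no enzyme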
CendR NRP1 mod: modulators of CendR peptide binding to NRP-1, primary screen, biochemical, fluorescence polarization, uHTS; Neuropilin-1 (Homo sapiens), O14786; FAM-RPARPAR peptide binding to NRP-1; inhibition, % at 25 µM; 360,000 compounds, 0.85% hits;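 active = inhibition or corrected inhibition above about 18%, plus a signal ratio from 0.5 to 1.5, limit read from the data, passing the limit was not always enough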; note: strong numbers were not always called active
Target sequence (O14786 whole entry, looked up): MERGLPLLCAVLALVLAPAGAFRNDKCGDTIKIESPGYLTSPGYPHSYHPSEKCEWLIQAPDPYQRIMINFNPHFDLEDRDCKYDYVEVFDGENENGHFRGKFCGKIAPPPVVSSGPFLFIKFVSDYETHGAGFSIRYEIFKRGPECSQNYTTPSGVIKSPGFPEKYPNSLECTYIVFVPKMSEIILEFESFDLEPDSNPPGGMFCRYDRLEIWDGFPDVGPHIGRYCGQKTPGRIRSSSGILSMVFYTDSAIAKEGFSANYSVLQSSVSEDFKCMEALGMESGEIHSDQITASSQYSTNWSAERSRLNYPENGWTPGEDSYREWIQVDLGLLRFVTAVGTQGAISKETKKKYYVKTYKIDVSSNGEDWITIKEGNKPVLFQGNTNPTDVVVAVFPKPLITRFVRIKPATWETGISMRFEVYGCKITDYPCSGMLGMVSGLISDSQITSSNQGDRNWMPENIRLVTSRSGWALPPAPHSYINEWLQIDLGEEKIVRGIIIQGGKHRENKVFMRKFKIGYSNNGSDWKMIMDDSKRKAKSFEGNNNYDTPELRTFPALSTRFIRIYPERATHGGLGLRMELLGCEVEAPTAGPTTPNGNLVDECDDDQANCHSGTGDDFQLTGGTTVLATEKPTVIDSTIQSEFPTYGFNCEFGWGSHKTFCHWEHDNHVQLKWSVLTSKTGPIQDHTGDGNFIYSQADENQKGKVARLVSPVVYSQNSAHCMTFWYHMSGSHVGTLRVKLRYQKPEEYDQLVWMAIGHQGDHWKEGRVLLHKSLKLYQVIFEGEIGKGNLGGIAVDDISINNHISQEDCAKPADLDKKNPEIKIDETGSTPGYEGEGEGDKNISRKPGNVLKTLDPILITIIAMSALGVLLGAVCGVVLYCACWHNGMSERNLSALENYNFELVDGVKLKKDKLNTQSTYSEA
bovine MsrA act: bovine MsrA enzyme activators, primary screen, biochemical, absorbance, HTS. Methionine sulfoxide reductase A (Bos taurus). purified bovine MsrA, absorbance read-out. activation, % at 10.6 µM. 360,000 compounds, 0.3% hits. AID 602163, 2012; in the data active = activation above about 7.5%;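 note: 0% = vehicle and 100% = reference activator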
SKN-1 block: suppressors of acrylamide-induced Pgst-4::GFP reporter in worms, primary screen, SKN-1 inhibitor project, whole organism, uHTS, GFP/RFP fluorescence ratio, strain VP596; C. elegans VP596 Pgst-4::GFP/RFP ratio, 24 h; inhibition, % at 21.8 µM; 360,000 compounds, 0.49% hits; AID 624304, 2012;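 active = interference check ratio from 0.5 to 1.5 plus GFP to RFP signal ratio inhibition reaching or exceeding a fixed threshold, cut at about 30% in these data, passing the limit was not always enough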; note: some compounds called inactive have numbers as strong as hits
FAS TE block: FAS thioesterase domain inhibitors, primary screen, biochemical, fluorescence intensity, uHTS | Fatty acid synthase (Homo sapiens), P49327 | recombinant FAS-TE, OMFH fluorogenic substrate, fluorescence endpoint | inhibition, % at 15 µM | 360,000 compounds, 0.67% hits;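 active = compounds whose normalised, plate-corrected inhibition of enzyme fluorescence in the single-dose primary screen is 50% or more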;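 note: 0% = DMSO with enzyme and 100% = substrate without enzyme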
MsrA inh: bovine MsrA enzyme inhibitors, primary screen, biochemical, absorbance, HTS. 360,000 compounds, 0.75% hits. purified bovine MsrA, absorbance read-out. inhibition, % at 15.5 µM; in the data active = inhibition above about 4.5%;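 note: 0% = vehicle wells with enzyme and 100% = reference inhibitor wells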
Rin1-Abl PPI inh: inhibitors of Rin1-Abl protein binding, primary screen, biochemical, TR-FRET; 360,000 compounds, 0.4% hits; Tyrosine-protein kinase ABL1 (Homo sapiens) + Ras and Rab interactor 1 (Homo sapiens), …; inhibition, % at 7.35 µM; AID 588664, 2011; in the data active = inhibition above about 5%, passing the limit was not always enough
Neddyl block: inhibitors of cullin neddylation, primary screen, biochemical, TR-FRET, uHTS, NAE and Ubc12; 360,000 compounds, 0.58% hits; NEDD8-conjugating enzyme Ubc12 (Homo sapiens) + NEDD8-activating enzyme E1 regulatory …; calls only at 25 µM; in the data active = inhibition above about 36%
* marks the source's active call; other numbers are inactive results; i = inactive; . = not tested or not shown.

Results follow in this order: MT1-MMP act inh	eLon inh	CendR NRP1 mod	bovine MsrA act	SKN-1 block	FAS TE block	MsrA inh	Rin1-Abl PPI inh	Neddyl block
- O=Cc1ccc(OCC(=O)NC(=O)NC2CCCCC2)cc1
    8	-2	0	2	-17	-3	3.0	-5	i
- CS(=O)(=O)Cc1ccc(C(=O)Nc2cccc(-c3nc4ccccc4[nH]3)c2)cc1
    4	-10	-5	-2	15	2	0.3	1	i
- CCN(CC)C(=O)c1[nH]cnc1C(=O)N[C@@H](C)C(=O)OC(C)(C)C
    4	4	10	-5	12	-10	-0.3	2	i
- CCN(CC)C(=S)NCCc1ccccc1
    3	-1	-1	-4	-4	-12	0.0	2	i
- COc1ccc(S(=O)(=O)NCC(=O)O)cc1C(=O)NC1CCCCC1
    -1	-4	3	-3	4	-4	-0.6	-1	i
- COc1ccccc1CN1CC(C(=O)NCc2cc(C(C)C)no2)CCC1=O (stereo not drawn)
    2	-15	-7	-7	-11	-5	0.3	1	i
- COc1ccc2c(CC(=O)Nc3ccccc3OC)coc2c1
    0	-10	-4	-3	7	2	-0.9	6	i
- CCOC(=O)C1=C[C@@H](C(C)(C)C)N(S(=O)(=O)c2ccc(C)cc2)[C@H]1c1ccc(C)cc1
    -5	1	10	0	18	28	0.5	-2	i
- COc1ccc(-c2nn3c(-c4ccccc4)nnc3s2)cc1
    -1	-5	-12	-2	-6	23	0.3	0	i
- COc1cccc(NC(=O)c2sc3nc4n(c(=O)c3c2C)CCC4)c1
    4	2	-4	-8	7	-4	2.5	-3	i
- CS(=O)(=O)N(C(=O)NC(=O)NC12CC3CC(CC(C3)C1)C2)C1CCCCC1
    -2	-5	13	-6	-8	-4	-0.3	4	i
- Cc1ccc(S(=O)(=O)N2CCOCC2)cc1C(=O)NCc1cccs1
    -3	1	0	-3	2	-5	0.2	0	i
- C=CCn1c(SCn2nnc3ccccc3c2=O)nnc1C1CCCCC1
    1	-11	2	-7	7	-3	-0.4	0	i
- Cc1ccc2c(c1)N(CCC(=O)NCc1ccccn1)C(=O)CO2
    4	-9	-7	-1	12	-9	0.3	-3	i
- Cc1cccc(CCNC(=O)C2CCC(=O)N2Cc2ccc(F)cc2)c1 (stereo not drawn)
    7	11	-3	1	16	-2	0.3	-1	i
- O=C(NNS(=O)(=O)c1ccccc1)c1ccc(O)cc1
    1	10	-2	-5	2	-6	0.8	0	i
- COc1cccc(N2CCN(C(=O)c3ccc(CSc4nc5ccncc5[nH]4)cc3)CC2)c1
    -3	3	-8	0	12	-13	-0.9	0	i
- Cc1ccc(-n2c(SCCN)nnc2-c2cccc(C)c2)cc1
    -2	-10	0	0	1	-11	0.2	-2	i
- CC(NC(=O)COc1ccccc1)C1COc2ccccc2O1 (stereo not drawn)
    1	0	-6	-1	8	0	0.1	0	i
- CCCCC12CN3CC(C)(CN(C1)C31C(=O)N(C)c3ccc(C)cc31)C2=O (stereo not drawn)
    -7	-1	-6	-6	-21	-7	-1.0	-3	i
- CN(C)c1ccc(/C=C(/C(=O)c2ccc(Cl)cc2Cl)n2cncn2)cc1
    -82	-464	-265	-3	14	-23	-0.6	-5	i
- Oc1cccc2cc(Nc3ccccc3)cnc12
    -4	1	5	0	0	-4	1.8	2	i
- CN(C(=O)c1cnc(N2CCN(c3ncccn3)CC2)c2ccccc12)c1ccc(Cl)cc1
    -10	-5	3	-2	12	25	0.5	0	i
- Cn1nnnc1CCOCCc1nnnn1C
    -2	-3	7	-4	-2	-8	0.1	0	i
- CCO/N=C(\C)c1c(O)c2ccccc2n(C)c1=O
    0	-4	1	-1	3	-8	0.9	-1	i
- COc1ccc(C)cc1-n1nnnc1SCc1csc(C)n1
    0	1	-19	-4	11	-8	0.0	1	i
- Cc1cc(NC(=O)CCC(=O)N(CCc2ccccc2)C(C(=O)NC2CCCC2)c2ccco2)no1 (stereo not drawn)
    -11	7	5	-9	-5	2	0.0	1	i
- Cn1ccc2c(/C=C/c3ccc(F)cc3)cc3c(c21)C1CCC3C1 (stereo not drawn)
    0	-21	-12	-5	5	5	-0.4	6	i
- Nc1ncnc2c1ncn2[C@@H]1O[C@H](C(=O)Nc2ccc(Oc3ccccc3)nc2)[C@@H](O)[C@H]1O
    11	-1	5	-7	-10	-4	0.2	1	i
- COc1ccccc1N1CCN(C(=O)C2CCCO2)CC1 (stereo not drawn)
    -3	5	6	-3	14	-7	-0.7	0	i
- O=[N+]([O-])c1ccc(C(O)CN2CCN(Cc3ccccc3)CC2)cc1 (stereo not drawn)
    3	-4	9	1	19	-2	-0.7	-2	i
- COc1cc(CCC(=O)N2CCN(c3ccc([N+](=O)[O-])cc3)CC2)cc(OC)c1OC
    2	-9	-5	-2	9	-2	0.7	-3	i
- Cc1ccc(-c2nc(N=Nc3ccc(O)cc3)n[nH]2)cc1
    3	-21	5	-5	-2	-6	1.6	-6	i
- CC(C)N(c1ccccc1)c1ccc(NC(=S)NCCN(C)C)cc1
    -2	-5	2	-2	5	0	0.4	0	i
- CCN(CC)S(=O)(=O)c1ccc(C)c(NC(=O)CN2C(=O)NC3(CCCC3)C2=O)c1
    -2	-2	2	-3	1	0	-0.3	-1	i
- Cc1cccc(OCC(=O)OCC(=O)N2CCCc3ccccc32)c1C
    -3	5	-4	-2	9	25	0.9	-4	i
- C/C(N)=C(/C#N)C(=O)CSc1nn(-c2ccc(Cl)cc2)c(=S)s1
    -1	-1	-6	-5	3	28	21*	-3	i
- O=C(NCCc1ccc(O)c(O)c1)C1COc2ccccc2O1 (stereo not drawn)
    6	-8	9	-2	13	-5	-0.9	1	i
- COc1ccc(C(=O)NCS(=O)(=O)c2ccc(C)cc2)cc1
    2	-15	2	-7	5	-4	-0.1	0	i
- Cc1c(OC(=O)CNC(=O)OC(C)(C)C)ccc2c3c(c(=O)oc12)CCC3
    -10	6	5	-2	45*	7	0.1	-3	.
- COc1ccc(NC(=O)C(c2ccccc2)c2ccccc2)c(OC)c1
    0	15	0	-6	-2	15	0.2	-4	i
- NC(CCc1ccccc1)c1csc(Nc2nccc(C(F)(F)F)n2)n1 (stereo not drawn)
    0	-5	-10	-1	2	-10	-1.3	2	i
- COc1cccc(C2NC(=O)c3ccccc3O2)c1OC (stereo not drawn)
    -8	4	-1	-1	9	-11	0.1	-3	i
- C[C@H](NC(=O)c1ccccc1Cl)C(=O)Nc1ccccc1F
    1	3	-10	0	8	-5	0.4	-1	i
- COc1ccc(/C=N/NC(=O)c2c(C)nc3ccc(Br)cn23)cc1OC
    0	2	-4	-5	-11	0	2.3	-1	i
- CC1(C)CC(=O)C2=C(C1)OC(N)=C(C#N)C2C1CC=CCC1 (stereo not drawn)
    -2	3	-4	0	-10	3	.	1	i
- C[C@@]12CCC=C[C@H]1[C@H](c1ccccc1Br)N(Cc1ccccc1)C2=O
    -7	2	-1	-2	0	19	-0.2	0	i
- COc1ccc2nc(C)cc(SCC(=O)N/N=C/c3ccccc3)c2c1
    -1	-2	-14	-4	-3	2	-0.1	-7	i
- COc1ncnc2c1oc1nc(CC(C)C)c3c(c12)CCCC3
    -3	-3	0	-2	10	13	-0.5	-6	i
- Cc1ccc2nc(NC(=O)CC3Oc4ccccc4NC3=O)sc2c1 (stereo not drawn)
    4	2	-6	-2	-5	-3	1.1	-2	i
- COc1ccc(S(=O)(=O)N2CCN(CC(O)CN3CCOCC3)CC2)cc1 (stereo not drawn)
    0	8	2	-6	-35	-4	0.3	0	i
- Cc1cccc(Nc2c3c(nc4ncnn24)CCC3)c1
    2	-9	9	-3	5	-6	0.3	0	i
- CCOC(=O)c1[nH]c(C)c(C)c1C
    -5	51*	7	2	5	0	0.3	-2	i
- Cc1ccc(-c2nc(CSCC(=O)NCc3cccnc3)c(C)o2)cc1
    7	0	7	-11	-9	-9	-0.9	0	i
- O=C(CSc1nnc(SCc2ccccc2)s1)N/N=C/c1c[nH]c2ccccc12
    6	3	12	-1	-1	3	2.0	0	i
- Cc1[nH]c2ccccc2c1C(=O)CSc1ccccc1
    -3	-4	2	-7	2	4	0.3	-2	i
- CCc1cc(C(=O)Nc2nc(-c3ccccn3)cs2)sc1C
    -4	1	-21	-1	4	0	1.4	-9	i
- Cc1cc(N/C=C2\CCCCC2=O)no1
    0	-7	2	-2	-2	-2	2.5	2	i
- COc1cccc(NC(=O)CN(c2cccc(C(F)(F)F)c2)S(C)(=O)=O)c1
    0	5	0	-3	-16	7	-0.2	0	i
- COc1ccccc1N=CC1=C(O)CC(c2ccccc2)CC1=O (stereo not drawn)
    -3	-4	-29	-7	-9	3	-0.4	7	i
- O=C(COc1ccc(Br)cc1)N(CCO)CCO
    9	-3	6	-2	11	-4	-1.0	0	i
- COc1ccc(CNC(=O)CCCNC(=O)c2ccc(Cl)cc2)cc1OC
    1	-1	0	-7	-3	-4	-0.2	2	i
- c1ccc(OCCn2c(-c3ccco3)nc3ccccc32)cc1
    -14	-11	-36	-4	8	8	-0.2	-1	i

Three compounds already listed, ordered by count of non-hydrogen atoms, lowest first:
Results follow in this order: MT1-MMP act inh	eLon inh	CendR NRP1 mod	bovine MsrA act	SKN-1 block	FAS TE block	MsrA inh	Rin1-Abl PPI inh	Neddyl block
- O=C(COc1ccc(Br)cc1)N(CCO)CCO
    9	-3	6	-2	11	-4	-1.0	0	i
- CC1(C)CC(=O)C2=C(C1)OC(N)=C(C#N)C2C1CC=CCC1 (stereo not drawn)
    -2	3	-4	0	-10	3	.	1	i
- O=[N+]([O-])c1ccc(C(O)CN2CCN(Cc3ccccc3)CC2)cc1 (stereo not drawn)
    3	-4	9	1	19	-2	-0.7	-2	i

Hits appear at their usual frequency, and some 4.2% of all compounds hit somewhere here.
